Thrombin inh: human alpha-thrombin inhibitors, primary screen, counter-screen for coagulation protease inhibitor project, biochemical, 1536-well, fluorogenic AMC substrate; Prothrombin (Homo sapiens), P00734; Boc-VPR-AMC fluorogenic substrate cleavage; inhibition, % at 5 µM; hit rate 0.26% among 220,000;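 active = inhibition at or above 40%; inactive = inhibition below 40%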;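 note: 0% = enzyme with no compound and 100% = wells without enzyme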
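Material: human alpha-thrombin protein; Also added: Boc-VPR-AMC substrate, 15 µM final; Timing: enzyme reaction carried out at room temperature; Signal: fluorescence, ex 355 nm, em 460 nm; Measure: % inhibition of thrombin; Controls: enzyme without compound as high, wells lacking enzyme as low.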
14-3-3 Bad inh: inhibitors of 14-3-3 zeta/Bad binding, primary screen, biochemical, TR-FRET, bovine 14-3-3 zeta | 14-3-3 protein zeta/delta (Bos taurus), P63103 | TR-FRET 14-3-3zeta/Dy647-pBad peptide displacement, 1 h | inhibition, % at 21.7 µM | hit rate 0.71% among 220,000;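 active = inhibition above about 70%, limit read from the data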;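 note: 0% = full 14-3-3 plus peptide FRET controls and 100% = background without 14-3-3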
Target sequence (P63103 whole entry, looked up): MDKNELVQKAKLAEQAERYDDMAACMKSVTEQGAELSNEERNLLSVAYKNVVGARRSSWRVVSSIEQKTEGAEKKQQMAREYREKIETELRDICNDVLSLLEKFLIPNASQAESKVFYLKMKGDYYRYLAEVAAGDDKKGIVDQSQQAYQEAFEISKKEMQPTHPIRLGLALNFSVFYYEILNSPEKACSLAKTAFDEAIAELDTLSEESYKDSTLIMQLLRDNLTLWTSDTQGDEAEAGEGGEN
Rad51 HR inh: human RAD51 strand exchange inhibitors, primary screen, biochemical, fluorescence. DNA repair protein RAD51 homolog 1 (Homo sapiens), Q06609. hRad51 DNA strand exchange, fluorescence dequenching. inhibition, % at 10 µM. hit rate 0.085% among 200,000;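 active = inhibition above 40% at the single screening dose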;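 note: 0% = DMSO control wells and 100% = blanks with heterologous ssDNA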
Target sequence (Q06609 whole entry, looked up): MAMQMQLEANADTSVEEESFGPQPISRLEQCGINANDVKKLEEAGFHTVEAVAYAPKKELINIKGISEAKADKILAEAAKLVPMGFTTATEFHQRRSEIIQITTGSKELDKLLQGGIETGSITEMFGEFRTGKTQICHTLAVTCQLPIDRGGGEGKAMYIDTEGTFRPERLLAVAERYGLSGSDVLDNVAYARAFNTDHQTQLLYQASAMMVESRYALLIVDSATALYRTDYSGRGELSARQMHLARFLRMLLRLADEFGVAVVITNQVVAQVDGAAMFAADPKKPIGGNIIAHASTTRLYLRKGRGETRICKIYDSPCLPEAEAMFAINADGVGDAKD
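Test system: preformed human Rad51 ssDNA filaments. Compound dosing: single dose, 10 µM final compound. Incubation: filaments 15 min 37 °C, then compound 30 min. Technique: FRET fluorescence dequenching, excitation 485 nm, emission 520 nm. Read-out basis: percent inhibition from fluorescence, normalised to plate control and blank means. Benchmarks: plate controls and plate blanks.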
eIF4E 4G PPI: eIF4E–eIF4G protein interaction inhibitors, primary screen, biochemical, uHTS, TR-FRET, eIF4GI fragment. Eukaryotic translation initiation factor 4E (Mus musculus) + Eukaryotic translation …. TR-FRET eIF4E-eIF4GI(517-606) binding, 2 h. inhibition, % at 21.7 µM. hit rate 0.37% among 220,000;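 note: 0% = full FRET control wells and 100% = background wells lacking eIF4GI fragment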
hK5 inh: human KLK5 protease inhibitors, primary screen, biochemical, 1536-well | inhibition, % at 5 µM | AID 873, 2007 | recombinant hK5, fluorogenic AMC substrate cleavage | hit rate 0.59% among 210,000 | Kallikrein-5 (Homo sapiens), Q9Y337;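 active = inhibition of 40% or more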;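 note: 0% = enzyme controls without compound and 100% = no-enzyme blanks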
Cl transport mod: KCC2 cotransporter modulators, thallium flux, primary screen, cell-based, HEK293 KCC2, FluoZin-2 fluorescence, MLSMR | KCC2 cells, thallium flux FluoZin-2 fluorescence | B-score of Tl+ flux slope (higher = more flux/activation; lower = inhibition) at 10 µM | hit rate 2.2% among 190,000 | AID 1456, 2008;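 active = thallium flux slope and its plate-corrected score both differing from the plate sample mean at a set confidence after two filtering rounds, in either direction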;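 note: slope of fluorescence scaled to starting intensity during 10 to 20 s after thallium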
EBV gp42 block: Epstein-Barr virus gp42 inhibitors, primary screen, biochemical, uHTS, fluorescence polarization | Fluorescence polarization binding assay, mP read-out | inhibition, % (tested at 21.74 µM) | hit rate 0.42% among 220,000 | AID 1085, 2008; in the data active = inhibition above about 50%
NCF1 inh: p47phox/p22phox peptide binding inhibitors, primary screen, biochemical, uHTS, NADPH oxidase regulatory subunit; Neutrophil cytosol factor 1 (Homo sapiens), P14598; fluorescence polarization, 2 h; inhibition, % at 24.7 µM; hit rate 0.53% among 220,000; AID 1274, 2008;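 note: 0% = p47phox with labelled peptide and 100% = labelled peptide alone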
Target sequence (P14598 whole entry, looked up): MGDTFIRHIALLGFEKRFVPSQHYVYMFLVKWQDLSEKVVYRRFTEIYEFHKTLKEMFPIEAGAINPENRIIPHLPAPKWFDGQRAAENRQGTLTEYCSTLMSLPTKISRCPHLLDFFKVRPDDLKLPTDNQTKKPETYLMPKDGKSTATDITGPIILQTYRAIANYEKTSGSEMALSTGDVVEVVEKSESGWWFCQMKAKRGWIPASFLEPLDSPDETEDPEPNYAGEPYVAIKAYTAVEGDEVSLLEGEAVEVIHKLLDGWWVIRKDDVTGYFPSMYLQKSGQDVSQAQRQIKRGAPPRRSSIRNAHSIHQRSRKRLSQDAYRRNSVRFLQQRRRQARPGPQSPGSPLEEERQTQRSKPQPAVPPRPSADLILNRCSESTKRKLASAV
Furin inh: human furin inhibitors, primary screen, biochemical, fluorescence intensity; purified furin, fluorogenic substrate cleavage; hit rate 0.061% among 220,000; inhibition, % at 30 µM; in the data active = inhibition above about 25%; note: inactives centre near -15
The depositor's hits bear a star; · = not tested or not shown; [ ] = another dose, or the depositor's remark.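 Rule for the calls, unless noted: active = inhibition above about 30% (limit read from the data); inactive = the rest.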

The first two records (preview)
| canonical_smiles | Rad51 HR inh | Furin inh | 14-3-3 Bad inh | Thrombin inh | eIF4E 4G PPI | NCF1 inh | hK5 inh | EBV gp42 block | Cl transport mod |
| --- | --- | --- | --- | --- | --- | --- | --- | --- | --- |
| Cc1ccc(CN2CCN(/N=C/c3ccc(Cl)c([N+](=O)[O-])c3)CC2)cc1 | -11 | -8 | -6 | 0 | -4 | 6 | -10 | 15 | -1 |
| Cc1cccc(Nc2nc(N)nc(CSc3nccc(C)n3)n2)c1 | 0 | -13[20 µM] | -6 | 2 | -4 | -2 | -7 | -9 | -0.0062 |

This part in full (from the top)
| canonical_smiles | Rad51 HR inh | Furin inh | 14-3-3 Bad inh | Thrombin inh | eIF4E 4G PPI | NCF1 inh | hK5 inh | EBV gp42 block | Cl transport mod |
| --- | --- | --- | --- | --- | --- | --- | --- | --- | --- |
| Cc1ccc(CN2CCN(/N=C/c3ccc(Cl)c([N+](=O)[O-])c3)CC2)cc1 | -11 | -8 | -6 | 0 | -4 | 6 | -10 | 15 | -1 |
| Cc1cccc(Nc2nc(N)nc(CSc3nccc(C)n3)n2)c1 | 0 | -13[20 µM] | -6 | 2 | -4 | -2 | -7 | -9 | -0.0062 |
| O=C(c1ccc(COc2ccccc2Br)o1)N1CCCCCC1 | 17 | 5[20 µM] | -1 | -7 | -4 | -8 | -15 | 7 | · |
| COC(=O)c1oc(-c2ccc(Cl)cc2)nc1C | -7 | -12 | 10 | -1 | -1 | 7 | 2 | 3 | 0.4 |
| COc1ccc(-c2ccc(/C=C3\C(=O)N(c4ccccc4)N=C3c3ccccc3)o2)c([N+](=O)[O-])c1 | 6 | -3[20 µM] | -6 | -4 | 16 | 4 | 0 | -4 | · |
| O=C(CSc1nc(-c2ccccc2)cs1)N1CCc2ccccc21 | 10 | -8 | 3 | 4 | 4 | -13 | -8 | -15 | 0.013 |
| CSc1ncccc1C(=O)N1CCCC(CCC(=O)NCc2ccc(F)c(F)c2)C1 (centres undefined) | · | -34 | 0 | 1 | -1 | · | -9 | -5 | 0.39 |
| O=C(CNc1ccc(Cl)cc1)NNC(=S)NCc1ccccc1 | -6 | -16 | -7 | -8 | -2 | -1 | -9 | 8 | -0.5 |
| CC1CCCCC1N=C1NC(C)(C)CS1 (centres undefined) | -12 | -25 | -9 | 12 | -3 | -2 | -8 | -11 | -0.39 |
| CCN(CC)CCN1C(=O)C(=O)/C(=C(/O)c2ccc(OC)cc2)C1c1cccs1 (centres undefined) | 4 | -11[20 µM] | -3 | -4 | 1 | -23 | 2 | -22 | 0.57 |
| CCC(=O)N1CCc2cc(Br)cc(S(=O)(=O)N3CCN(C(=O)c4ccco4)CC3)c21 | -3 | -4 | 2 | 2 | 7 | -8 | -3 | -16 | -0.63 |
| O=C(Nc1nnc(-c2ccccc2F)s1)C1CCCO1 (centres undefined) | -1 | 4[20 µM] | -1 | -1 | 4[fluorescence artefact?] | 6 | -8 | -5 | 0.56 |
| Cc1nn(-c2ccccc2)c(C)c1/C=N/NC(=O)c1cccs1 | -2 | -3 | -2[fluorescence artefact?] | 0 | 1 | -5 | 4 | -10 | -0.21 |
| CC(NCCC(Cc1ccccc1)c1ccco1)c1ccccc1 (centres undefined) | -3 | -23 | -4 | -3 | 1 | -16 | -1 | -13 | -0.035 |
| O=C1CC(Nc2ccc(N3CCOCC3)cc2)C(=O)N1CCc1ccccc1 (centres undefined) | -7 | -13[20 µM] | -10 | 2 | 2 | -8 | -7 | -18 | -1.1 |
| Cc1cc(C)n(CC(=O)N2c3ccccc3Sc3ccc(C(F)(F)F)cc32)n1 | · | -21 | -8 | 8 | -2[fluorescence artefact?] | -3 | 0 | -16 | 1.1 |
| Cc1cccnc1CCNC(=O)CCc1nnc(-c2ccccc2)o1 | · | -28 | -11 | -2 | -2 | -3 | · | 4 | 1.1 |
| O=C(Cn1c(=O)c(=O)n(Cc2ccccc2)c2ccc(Cl)cc21)Nc1ccc(F)cc1F | · | -31 | -5 | -1 | 0 | -12 | -8 | -15 | · |
| CC(/C=C1\SC(=S)N(NC(=O)c2ccccc2C)C1=O)=C\c1ccccc1 | -7 | -17 | 0 | -2 | 1 | -4 | 1 | -10 | -0.34 |
| Cc1ccccc1OCC(=O)OCC(=O)NCC1CCCO1 (centres undefined) | 3 | -28 | -14 | -2 | 6 | -8 | -1 | -3 | 0.38 |
| O=C(COc1ccc2ccccc2c1)NCCc1ccc2c(c1)OCCO2 | -6 | -19 | 2 | -4 | -2 | -10 | -19 | -8 | -3.6 |
| COc1cccc(CN2CCN(C3CCOCC3)CC2CCO)c1 (centres undefined) | -1 | -21 | -3 | 1 | -1 | -5 | 2 | -12 | 0.54 |
| COc1cc(C(=O)ON=C2C(C)=CC(=O)C=C2C)cc(OC)c1OC | -3 | -16 | 6 | 7 | 1 | -13 | 6 | -20 | · |
| O=C(COC(=O)c1ccco1)Nc1ccccc1[N+](=O)[O-] | · | -31 | -12 | -4 | -1 | -6 | -1 | -1 | 1.1 |
| COC(=O)c1c(SCc2cccc3ccccc23)nc(=O)[nH]c1C | -6 | -11 | 1 | 1 | -9 | -20 | -1 | -14 | -0.35 |
| Nc1nc(N)nc(-c2ccc(Cl)cc2)n1 | -16 | -6[20 µM] | -10[fluorescence artefact?] | -13 | -3 | -3 | -29 | -3 | -0.62 |
| COCCn1cnc2c1c(=O)n(CC(=O)OCC(=O)NCC(F)(F)F)c(=O)n2Cc1ccccc1 | -7 | -23 | 5 | -13 | -2 | -6 | -4 | -3 | -0.1 |
| O=C(NCc1ccccc1Cl)C(=O)NCC1OCCN1S(=O)(=O)c1cccs1 (centres undefined) | -3 | -22 | -19 | -13 | 0 | -13 | -4 | -1 | -0.031 |
| C=CCn1c(=NC(=O)C2CC2)sc2cc(NC(C)=O)ccc21 | 9 | -32 | 8 | -2 | 3[fluorescence artefact?] | 2 | -1 | 5 | -0.33 |
| CS(=O)(=O)c1nc(-c2ccc(F)cc2)cc(C(F)(F)F)n1 | -2 | -16 | 2 | -4 | 6 | 2 | 0 | -5 | -0.84 |
| COc1ccc(/C=N/n2c(=O)[nH]c3c([nH]c4ccc(Br)cc43)c2=O)cc1CN1CCOCC1 | 1 | -11[20 µM] | 40 | 7 | -35[fluorescence artefact?] | -8 | -3 | -9 | 0.02 |
| COc1ccc(C2C(C(=O)N3CCCC3)CC(=O)N2c2ccc(OC)cc2)cc1 (centres undefined) | -15 | -13 | -2[fluorescence artefact?] | -1 | 7[fluorescence artefact?] | -4 | 2 | 0 | -0.9 |
| O=C(OCC(=O)c1c[nH]c2ccccc12)C1=COCCO1 | -2 | -14[20 µM] | 1 | -1 | -4 | -7 | 0 | -17 | -0.086 |
| COc1ccc(Br)cc1CN(C)CC(=O)Nc1cc(Cl)ccc1Cl | 11 | -12 | 6[fluorescence artefact?] | -8 | 3[fluorescence artefact?] | -3 | -3 | 1 | 0.91 |
| COc1ccc(CNC(=O)c2cccc(C)c2[N+](=O)[O-])cc1 | 9 | -22 | -1 | -2 | 2 | -7 | -12 | -2 | 0.46 |
| O=S1(=O)N=C(N(CCO)/N=C/c2ccccc2)c2ccccc21 | 4 | -1 | 5 | 3 | -2 | -6 | -11 | 2 | -1 |
| O=c1ccn(Cc2ccccc2)c(=O)n1Cc1ccccc1 | -4 | -8[20 µM] | 5 | -5 | -3 | -13 | -2 | 6 | 0.34 |
| CC(C)CC(=O)O/N=C1\C(=O)N(c2ccccc2)c2ccccc21 | -16 | -26[20 µM] | 1 | 0 | -4[fluorescence artefact?] | -17 | -15 | -11 | -0.033 |
| CC(=O)c1ccc(NC(=O)c2cn(-c3ccccc3)nc2-c2ccncc2)cc1 | 6 | -13[20 µM] | -2[fluorescence artefact?] | 3 | 0 | -13 | 1 | -12 | 1 |
| O=C(COC(=O)c1cc[n+]([O-])cc1)NCc1ccccc1Cl | 2 | -20 | -2 | -23 | 3 | -1 | -5 | 7 | 1.7 |
| COc1ccc(NC(C)=O)cc1NC(=O)CN1CCN(C(=O)c2ccco2)CC1 | -1 | -22[20 µM] | 13 | 2 | 1 | -3 | -20 | -8 | · |
| CCOC(=O)c1ccc(Cn2c(-c3ccccc3)nnc2-c2ccccc2)o1 | 2 | -9[20 µM] | -4 | 19 | 8 | -12 | -16 | 7 | -0.94 |
| CCOC(=O)c1cc(C)[nH]c1C | -5 | -9 | -4 | -3 | 1 | -29 | 9 | -12 | -0.065 |
| CC(Sc1nnc(COc2ccccc2)n1Cc1ccccc1)C(=O)O (centres undefined) | 4 | -33 | 9 | -9 | 2 | 25 | 0 | -7 | 1.4 |
| O=C(Nc1nnc(-c2ccccc2Cl)o1)c1nc2ccccc2s1 | 8 | -20 | -6 | 4 | 2 | -21 | -43 | -1 | · |
| CCOC(=O)c1cc(C#N)c(SC)nc1-c1ccccc1 | -3 | -13[20 µM] | 8 | -6 | 3[fluorescence artefact?] | -20 | -13 | -1 | · |
| COc1ccc(Br)cc1/C=N/NC(=O)CN1CCN(Cc2ccccc2)CC1 | 2 | -2 | -2 | -6 | -4 | -11 | 41* | -9 | -0.42 |
| CC(C)CNC(=O)C1c2ccccc2Oc2ccccc21 | 4 | -27 | 0 | -2 | 0 | -5 | 4 | -3 | -0.15 |
| CC(=O)Cc1cc(O)c2ccccc2c1OC(=O)c1ccccc1 | -24 | -4 | 0 | -4 | 1 | -6 | -12 | -6 | 0.15 |
| c1ccc(OCc2nnc3n2N=C(c2ccccc2)CS3)cc1 | -5 | -26 | 3 | 1 | -1 | 0 | 3 | -25 | -1.3 |
| O=C(COC(=O)[C@H](Cc1ccccc1)NC(=O)c1cccs1)NC1CC1 | -12 | -15 | 6 | -1 | 2[fluorescence artefact?] | 7 | -3 | -29 | 0.36 |
| Cc1ccc(Cn2nnc3c(=O)n(CC(=O)NCc4ccco4)cnc32)cc1 | -4 | -24[20 µM] | -7[fluorescence artefact?] | 2 | -2 | -13 | -1 | -27 | -2.9* |
| CC(=O)NCc1nc2ccccc2n1Cc1ccccc1F | 3 | -13 | -11 | -4 | 1 | -3 | 12 | -10 | · |
| COc1cccc(-c2nc(CS(=O)(=O)CC(=O)NCc3ccccc3OC)c(C)o2)c1 | 3 | -26 | 2[fluorescence artefact?] | -3 | 3 | 1 | -8 | 0 | -1.4 |
| O=C1c2oc3ccccc3c(=O)c2C(c2ccccn2)N1Cc1ccccc1 (centres undefined) | 4 | -12[20 µM] | 2 | -1 | -2 | -13 | -7 | -3 | -0.44 |
| Cc1cc(NC(=O)c2ccc(F)cc2F)n(-c2nc3ccccc3[nH]2)n1 | 2 | -13[20 µM] | 13[fluorescence artefact?] | -17 | -8 | -13 | -93 | 3 | 0.88 |
| O=C(CSc1ccc2nnc(-c3ccc(Cl)cc3)n2n1)N1CCCc2ccccc21 | -2 | -12 | 14[fluorescence artefact?] | -3 | -4 | -25 | -2 | -5 | 1.6 |
